# Source: PubChem (National Center for Advancing Translational Sciences (NCATS))
# hERG WT inh: inhibitors of human wildtype KCNH2 potassium channel; U2OS, BacMam KCNH2, thallium flux FluxOr; hits give low values; activity change, % at 1.84 µM; 340,000 tested, 0.37% active; AID 720551;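 active = maximum activity change below -70%; inconclusive = maximum activity change between -70% and -50%; inactive = maximum activity change above -50%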
# Target sequence (Q12809 whole entry, looked up): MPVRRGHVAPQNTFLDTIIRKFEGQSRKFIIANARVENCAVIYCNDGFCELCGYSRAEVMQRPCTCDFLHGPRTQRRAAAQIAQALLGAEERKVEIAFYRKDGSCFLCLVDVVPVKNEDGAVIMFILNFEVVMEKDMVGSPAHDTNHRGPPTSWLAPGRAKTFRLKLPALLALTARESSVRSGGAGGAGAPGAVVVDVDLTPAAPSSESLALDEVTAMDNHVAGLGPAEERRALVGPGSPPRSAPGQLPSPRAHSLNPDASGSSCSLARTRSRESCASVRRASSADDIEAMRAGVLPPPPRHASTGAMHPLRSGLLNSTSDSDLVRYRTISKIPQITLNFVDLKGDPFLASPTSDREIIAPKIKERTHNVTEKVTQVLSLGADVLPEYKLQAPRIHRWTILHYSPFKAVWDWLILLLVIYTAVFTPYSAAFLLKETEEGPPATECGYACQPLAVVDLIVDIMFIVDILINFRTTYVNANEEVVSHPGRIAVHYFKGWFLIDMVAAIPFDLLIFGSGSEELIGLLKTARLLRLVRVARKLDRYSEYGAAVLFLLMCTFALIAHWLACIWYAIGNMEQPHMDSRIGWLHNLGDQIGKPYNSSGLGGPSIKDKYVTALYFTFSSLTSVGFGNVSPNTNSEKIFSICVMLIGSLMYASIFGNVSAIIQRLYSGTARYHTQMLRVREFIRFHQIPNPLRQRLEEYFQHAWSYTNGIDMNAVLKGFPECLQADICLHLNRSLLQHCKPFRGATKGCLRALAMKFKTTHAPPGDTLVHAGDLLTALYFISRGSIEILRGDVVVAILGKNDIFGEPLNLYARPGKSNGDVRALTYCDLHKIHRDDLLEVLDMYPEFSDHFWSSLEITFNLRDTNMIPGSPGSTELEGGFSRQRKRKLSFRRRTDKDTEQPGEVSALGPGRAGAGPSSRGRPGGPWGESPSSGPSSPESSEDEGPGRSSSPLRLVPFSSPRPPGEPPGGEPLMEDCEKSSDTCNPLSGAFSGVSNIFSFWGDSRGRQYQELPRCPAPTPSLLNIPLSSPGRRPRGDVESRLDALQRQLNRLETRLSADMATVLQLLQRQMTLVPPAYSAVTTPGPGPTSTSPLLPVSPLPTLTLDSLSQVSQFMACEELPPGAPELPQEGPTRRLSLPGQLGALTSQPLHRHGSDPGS
#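 U2OS cells were transduced with wild-type KCNH2 virus (2.03 x 10^8 / mL) for 4 h at room temperature, then cultured overnight at 37 C. Thallium flux was read with FluxOr dye. Rate constants were normalized to DMSO controls.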
# Giardia kill: kills Giardia lamblia; activity change, % at 7.66 µM, hits read low; 340,000 tested, 0.15% active; Giardia lamblia trophozoite viability; in the data active = activity change below about -80%; inconclusive = between about -30% and that limit;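 note: parasites exposed to compound for two days anaerobically before the ATP read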
#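 Giardia trophozoites, 100 cells per well, were exposed to compounds for 48 hrs at 37 deg C under anaerobic conditions; viability was then read as ATP content by bioluminescence after 15-30 min at room temperature.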
# KCNH2 3.1 block: inhibitors of human KCNH2 3.1 potassium channel isoform; U2OS KCNH2 3.1, thallium flux FluxOr; hits give low values; activity change, % (tested at about 1.8 µM); AID 720553; 340,000 tested, 0.95% active;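 active = maximum activity change below -70%; inconclusive = maximum activity change from -70% to -50%; inactive = maximum activity change above -50%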;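 note: thallium influx rate constant from kinetic fluorescence after stimulation buffer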
#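 FluxOr-based Tl+ influx in U2OS cells transduced with KCNH2 3.1 virus; rate constants normalized to DMSO controls.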
# B2AR arrestin: recruits beta-arrestin to the human beta2-adrenergic receptor; P07550; beta-arrestin recruitment to beta2AR, cell-based reporter; Potency, µM (top dose mostly 46.1 µM), for the others: at the top dose activation, usual class: activators; 330,000 tested, 0.02% active;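 note: potency is the fitted concentration of half-maximal effect; 0% = DMSO controls and full agonism = EC100 isoproterenol or metaproterenol; nearly all actives have a fitted effect of over 65% in size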
# uPA generation: blocks generation of uPA at the cell surface | cell surface uPA generation assay, qHTS | Potency, µM (titrated, usually from 38.3 µM), without a hit: top-dose activity change, negative = inhibition, most hits filed as inhibitors | 330,000 tested, 0.31% active | AID 540303; active = well fitted inhibition curve with a large enough effect; inconclusive = small, poorly fitted or top-dose-only effect; inactive = no such curve, though single readings can be large or run the other way; tested in mouse RAW 264.7 cells; note: potency is the fitted concentration of half-maximal effect; nearly all actives have a fitted effect of over 55% in size
# Coupling enz: inhibits coupling enzyme system, counter-screen for aldolase hits; coupling enzyme system counterscreen, AmpLite Red fluorescence; activity change, negative = inhibition, % at 58.2 µM, hits read low; 290,000 tested, 0.67% active; in the data active = activity change below about -30%
#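 Compounds tested against the coupling enzymes alone at 57.5 uM final; readout was AmpLite Red fluorescence (525/598 nm) after 20 min at RT.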
# GALK inhibitor: galactokinase (human) inhibition; 270,000 tested, 0.007% active; AID 1868; P51570; Potency, µM (top dose mostly 57.5 µM), without a hit: top-dose activity change, negative = inhibition, most hits filed as inhibitors; Purified GALK, Kinase-Glo residual ATP luminescence; note: potency is the fitted concentration of half-maximal effect
#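 Kinase-Glo Plus luminescence measured ATP left after a 1 h room-temperature reaction. The reaction used 5 nM GALK, 100 uM galactose and 35 uM ATP at pH 8.0 (20 mM HEPES, 5 mM MgCl2, 60 mM NaCl, 1 mM DTT, 0.01% BSA).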
# Chronic BCR inh: chronic active BCR signaling inhibition; ABC-DLBCL IkBa-CBG/CBR reporter, luminescence ratio, 4 h; 340,000 tested, 0.05% active; Potency, µM (doses to about 46.1 µM), for inactives: top-dose ratio change, negative = lower green/red ratio, most hits filed as inhibitors; active = well fitted inhibition curve with a large enough effect in the signal ratio, with a control signal flat, not every such curve was filed as active; inconclusive = small, poorly fitted or top-dose-only effect, or effect the other way, or a change in a side signal; the % refers to the signal ratio;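 note: potency is the fitted concentration of half-maximal effect; plate controls were basal doxycycline-induced cells for no effect and cells given 10 µM MG132 for full effect; MG132 reads +100%, hits lower the ratio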
#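 Compounds up to 46 uM were incubated four hours with TMD8 cells whose green CBG68 luciferase is fused to IkappaBalpha; red CBR luminescence normalised the signal, and concentration-effect curves were fitted to fusion, red and ratio data.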
# Eya2 inh: inhibitors of human Eya2 phosphatase activity | Potency, µM (doses to about 76.9 µM), inactives show at the top dose activity, negative = inhibition, most hits filed as inhibitors | O00167 | 330,000 tested, 0.006% active | recombinant Eya2, OMFP fluorescence dephosphorylation (OMFP is methylfluorescein phosphate); note: potency is the fitted concentration of half-maximal effect
#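 Eya2 protein (added as 0.2 uM solution) was preincubated with compound for 10 min at ambient temperature in 50 mM HEPES pH 7.5, 50 mM NaCl, 5 uM MgCl2, 0.05% BSA, 1 mM DTT. OMFP (added at 50 uM) then reacted 10 min; fluorescence read at 485/525 nm.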
# USP2a inh: inhibitors of human ubiquitin-specific protease USP2a | O75604 | USP2 core, Ub-CHOP2 coupled fluorogenic reporter, 485/531 | Potency, µM (series often up to 38.3 µM), without a hit: top-dose activity change, negative = inhibition, usual class: inhibitors | 330,000 tested, 0.01% active;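 note: potency is the fitted concentration of half-maximal effect; plate controls were DMSO wells for no effect and full inhibition by NEM control for full effect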
#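 Deubiquitinase activity read as fluorescence (485/531 nm) after Ub-CHOP2 cleavage activates the enterokinase reporter on its substrate; USP2 core 10nM, Ub-CHOP2 and substrate 25nM each, 30min compound preincubation then 60min RT; data normalized to NEM, curves fitted.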
# PKM2 activator: increases activity of human pyruvate kinase M2; P14618; purified PKM2, Kinase-Glo ATP luminescence, activation; response scale: 0% is enzyme alone, no compound; Potency, µM (series often up to 57.5 µM), without a hit: at the top dose activation, actives largely listed as activators; 260,000 tested, 0.34% active; AID 1631; note: potency is the fitted concentration of half-maximal effect; nearly all actives have a fitted effect of over 55% in size
#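 Purified hPK-M2 (>95% pure) converted ADP (0.1 mM final) to ATP with 0.5 mM PEP in 50 mM imidazole pH7.2, KCl, MgCl2, Tween 20, BSA; 1 h at room temperature. ATP detected by Kinase-Glo luminescence.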
# Active calls of the source: *; i = inactive; ? = inconclusive; / = not tested or not shown; [ ] = remark or other dose. Unless noted, calls come from the whole dose curve; as a rule, active = well fitted curve in the direction sought with a large enough effect; inconclusive = small, poorly fitted or top-dose-only effect, or another doubt; inactive = no such curve, though single readings can be large; an effect the other way counts as inactive or inconclusive. Unless noted, % is set by controls: 0 for no effect and ±100 for the full control effect. Hits appear at their usual frequency; any-hit rate near 2.4%.
# Start of the listing, in advance (two entries):
SMILES,hERG WT inh,Giardia kill,KCNH2 3.1 block,B2AR arrestin,uPA generation,Coupling enz,GALK inhibitor,Chronic BCR inh,Eya2 inh,USP2a inh,PKM2 activator
Cn1c(-n2c(CCCN3C(=O)c4ccccc4C3=O)nc3ccccc3c2=O)nc2ccccc21,-3,-5,-1,-0.5%,-1%,1,7%,?,-4%,-2%,-1%
CC(=O)NC1(c2cccc(F)c2)CCN(CC(=O)NC2CCCCC2)CC1,2,6,0,0.0%,-1%,0,7%,-1%,-3%,2%,-4%

# This part in full, previewed entries included:
SMILES,hERG WT inh,Giardia kill,KCNH2 3.1 block,B2AR arrestin,uPA generation,Coupling enz,GALK inhibitor,Chronic BCR inh,Eya2 inh,USP2a inh,PKM2 activator
Cn1c(-n2c(CCCN3C(=O)c4ccccc4C3=O)nc3ccccc3c2=O)nc2ccccc21,-3,-5,-1,-0.5%,-1%,1,7%,?,-4%,-2%,-1%
CC(=O)NC1(c2cccc(F)c2)CCN(CC(=O)NC2CCCCC2)CC1,2,6,0,0.0%,-1%,0,7%,-1%,-3%,2%,-4%
CC(Sc1nnnn1C)C(=O)Nc1ccccc1 (stereo unspecified),-2,3,-6,0.0%,1%,3,2%,2%,-1%,1%,1%
COc1ccc(C(=O)c2c3ccc(C(F)(F)F)cc3[n+]([O-])n2CCCN)cc1,-30,?,?,0.0%,-13%,/,/,-6%,7%,-1%,/
CCN(CC(=O)Nc1ccccc1OC)C(=O)C1CCC1,1,-1,3,0.0%,-1%,/,/,-1%,15%,-2%,/
Cn1cccc1CNC(=O)Nc1ccccc1,-28,-6,-7,0.1%,/,0,1%,?,-16%,3%,-3%
O=C(c1cc(COc2c(F)cccc2F)on1)N1CCN(C2CCCCC2)CC1,26,-30,-81*,0.3%,4%,/,-2%,1%,-4%,1%,/
COc1ccc(S(=O)(=O)Cc2ccc(C(=O)N3CCOCC3)o2)cc1,10,6,9,0.0%,4%,3,1%,2%,-5%,2%,-1%
CC(C)NC(=O)COC(=O)CNC(=O)c1cc(Cl)cc([N+](=O)[O-])c1,7,22,0,0.3%,10%,3,1%,4%,4%,6%,-1%
COc1cc(C)c(C(C)C)cc1S(=O)(=O)N1CCOCC1,-14,4,-9,0.4%,5%,1,-2%,-1%,-7%,1%,-5%
COCCCNC(=O)CCCn1c(=O)c2ccccc2n(CC(=O)Nc2c(C)cccc2C)c1=O,-2,8,-11,-0.1%,-3%,5,2%,-2%,-10%,1%,-3%
COc1cc(OC)cc(C(=O)NC(=S)N(Cc2ccccc2)C(C)C)c1,-22,-4,-3,-0.2%,-3%,0,-1%,-5%,3%,-7%,/
COc1ccccc1N1C(=O)C2CC(C)=C(C)CC2C1=O (stereo unspecified),-2,3,19,-0.9%,11%,0,4%,?,-6%,1%,-4%
O=C(O)c1ccc(Br)cn1,1,-19,/,0.2%,2%,0,0%,2%,4%,4%,2%
COc1cccc(C(=O)NC2CCCc3ccccc32)c1OC (stereo unspecified),5,?,14,0.2%,-8%,0,-2%,1%,1%,-1%,7%
O=C(COC(=O)Cc1ccc(S(=O)(=O)N2CCOCC2)s1)Nc1ccccc1,-1,-13,-16,-0.6%,-5%,/,/,3%,0%,1%,/
COc1ccc(Cc2nnc(NC(=O)c3cccc(C)c3)s2)cc1,-2,-1,-2,3.3%,-2%,5,5%,-5%,2%,1%,-2%
Cc1cccc(C2c3[nH]c4ccccc4c3CCN2C(=O)c2cc3c([nH]c2=O)CCCC3)n1 (stereo unspecified),-8,-21,6,0.5%,7%,0,3%,1%,3%,3%,-2%
COc1ccc(CN(C)C(=O)Cn2cnc3c(OCc4ccccc4)ncnc32)cc1OC,14,-14,0,-0.7%,-5%,/,/,-6%,-20%,1%,/
CC(=O)Nc1ccc(S(=O)(=O)N2CCN(c3ccc([N+](=O)[O-])c(NCCN4CCOCC4)c3)CC2)cc1,3,33[activator],15,-0.1%,1%,2,1%,-4%,-3%,3%,9%
CC12CCC(C(=O)NCc3ccc4c(c3)OCO4)(CC1=O)C2(C)C (stereo unspecified),-4,-6,6,-0.1%,1%,4,-1%,-1%,-1%,-2%,14%
OCCOCCNc1ncnc2c1cnn2-c1ccc(Cl)cc1,-2,-7,-8,-0.3%,-5%,10,0%,?,?,1%,-6%
C/C(=N\NC(=O)COc1ccc(C)cc1C(C)C)c1cc2ccccc2o1,i,-1,9,0.2%,-12%,3,-2%,?,5%,1%,-10%
Cc1[nH]c2ccccc2c1C(=O)CSC(=S)N(C)C1CCCCC1,6,10,11,-1.0%,23%,-10,-1%,11%,5%,6%,12%
O=S(=O)(Nc1cc(Sc2ncn[nH]2)c(O)c2ccccc12)c1ccccc1,-6,-17,5,0.1%,-13%,-55*,-3%,?,0%,4%,-15%
CCOc1ccccc1NC(=O)C1CCCN1C(=O)OCc1ccccc1 (stereo unspecified),2,-28,-9,-0.2%,14%,0,1%,5%,-16%,0%,3%
CN(CC(=O)Nc1c(Cl)cccc1Cl)C(=O)c1n[nH]c2ccccc12,3,15,6,-0.7%,0%,/,/,17%,-6%,0%,/
O=C(NC(=S)Nc1ccc(-c2ccc(CO)o2)cc1)c1cccs1,-3,-7,-7,0.3%,2%,3,-1%,?,2%,-3%,?
Cc1cc(NC(=O)C2CC=CCC2C(=O)O)no1 (stereo unspecified),1,-7,13,0.0%,-1%,3,-1%,0%,-1%,0%,-20%
Cc1ccc(CN(C)C(=O)c2cccc(S(=O)(=O)N3CCCC3)c2)o1,1,9,-7,0.1%,-3%,/,/,0%,-2%,4%,/
COc1ccccc1OCC(=O)NNC(=O)c1cccs1,7,21,-7,-0.3%,1%,3,0%,?,6%,1%,5%
CCOC(=O)[C@H]1[C@H]2COc3ccc(C)cc3[C@@H]2N2C(=O)CN(Cc3ccc(C)cc3)C(=O)[C@@]12C,-23,-18,0,-0.9%,11%,/,/,6%,0%,0%,/
Cc1ccc(NS(=O)(=O)c2ccc(Cl)c(NC(=S)NC(=O)C3CCCCC3)c2)cc1Cl,-3,-23,7,-0.4%,-5%,-2,-3%,?,-4%,-10%,7%
Cc1ccc(COC(=O)CN2C(=O)NC3(CCCC3)C2=O)cc1,-4,1,-6,2.9%,-18%,/,/,9%,14%,1%,/
COc1ccc(-c2nc(C)sc2CC(=O)O)cc1,1,-25,11,-0.3%,2%,2,0%,-3%,11%,0%,-3%
Cc1cc(C)n(-c2ccc(C(=O)N3CCN(c4ccccn4)CC3)cc2)n1,3,-3,-3,-0.1%,15%,/,/,0%,0%,1%,/
Cc1ccc(-c2nn(-c3ccccc3)cc2C(=O)OCC(=O)Nc2ncc(Cl)cc2Cl)cc1,-5,-1,5,-0.7%,4%,2,-3%,9%,0%,-7%,1%
CCCNC(=O)CCc1c(C)nc2c(c(C)nn2-c2ccccc2)c1C,-12,9,10,0.1%,1%,0,-1%,-4%,-16%,2%,/
Cc1ccc(CNC(=O)Cn2nnc3ccccc3c2=O)cc1,-7,-8,3,-0.2%,0%,-1,9%,?,2%,4%,-9%
Cc1ccc(S(=O)(=O)N2CCN(C(=O)COC(=O)Cc3ccc(Cl)cc3)CC2)c(C)c1,-15,10,-19,0.3%,-4%,/,/,-2%,-9%,3%,/
COc1ccccc1CNC(=O)CCCNC(=O)Cn1cnc2sc(C)c(C)c2c1=O,-6,-6,0,-0.3%,8%,3,3%,?,-10%,-2%,-4%
C=CCOc1ccc(CNC(C)(C)CO)cc1OCC,5,16,-1,0.2%,0%,1,-2%,-4%,10%,1%,7%
CCOC(=O)N1CCN(C(=O)C2CCN(S(=O)(=O)c3ccc(Cl)cc3)CC2)CC1,0,-5,-8,-0.1%,3%,4,-2%,?,19%,1%,1%
CC(C)N1C(=O)/C(=C/c2nc3ccccc3c(=O)n2-c2ccccc2)c2ccccc21,0,12,3,0.0%,-9%,-4,-3%,?,-10%,0%,19%
COc1ccc(/C=N/NC(=O)c2ccc(CSc3nc(C)cc(C)n3)cc2)cc1O,9,-3,-33,-2.6%,-15%,-13,0%,16µM*,0%,2%,2%
C=CCc1cccc(C=Nc2ccc(Br)cc2)c1O,6,11,8,0.3%,-14%,3,0%,-7%,-10%,-7%,-6%
CCOc1cccc(-c2nnc3sc(-c4ccc(C)cc4)nn23)c1,/,/,/,0.0%,/,1,5%,1%,-1%,0%,-5%
CCOC(=O)C1=C(C)NC(SCc2cc(=O)[nH][nH]2)=C(C#N)C1c1cccs1 (stereo unspecified),-4,12,-14,0.0%,10%,3,-3%,16%,-36%,4%,10%
O=C(Cc1cccs1)Nc1nnc(SCc2ccc(F)cc2)s1,-5,-4,3,-0.2%,0%,5,0%,12%,6%,0%,?
CCOC(=O)C1=C(Nc2ccccc2)OCC1=O,-15,-8,7,0.1%,/,-3,0%,-21%,-3%,0%,7%
COc1ccc(S(=O)(=O)NNC(=O)C23CC4CC(CC(C4)C2)C3)cc1,-9,-16,0,-0.5%,4%,/,-4%,4%,2%,2%,-1%
